Assay outcomes deposited in PubChem BioAssay by several laboratories.
Wnt bcat act: Wnt/beta-catenin pathway activators, primary screen, cell-based, plate reader, single point; Wnt/beta-catenin reporter cell assay, activator; activation, % at 9.35 µM; 1.2% of 300,000 active; in the data active = activation above about 30%, passing the limit was not always enough;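 note: 0% = neutral control wells and 100% = positive control wells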
CAL PDZ FP-1: untagged CAL PDZ binding inhibitors, primary screen, biochemical, fluorescence polarization, HTS | purified CAL PDZ, TMR-peptide fluorescence polarization, 1 h | inhibition, % at 24.9 µM | 0.92% of 300,000 active | AID 602252, 2012;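 active = mean inhibition of at least 30% with at least half of replicates also reaching 30%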;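 note: 0% = DMSO neutral control and 100% = excess unlabeled competitor peptide PRC23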
Rtt109 HAT inh: inhibitors of C. albicans Rtt109/Vps75 HAT, primary screen, biochemical, ThioGlo CoA-SH fluorescence, plate reader; purified Rtt109/Vps75, 4 h; inhibition, % at 34.9 µM; 0.16% of 330,000 active; AID 540336, 2011;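 active = inhibition of at least 50% in every replicate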
Target sequence (Q5AAJ8 whole entry, looked up): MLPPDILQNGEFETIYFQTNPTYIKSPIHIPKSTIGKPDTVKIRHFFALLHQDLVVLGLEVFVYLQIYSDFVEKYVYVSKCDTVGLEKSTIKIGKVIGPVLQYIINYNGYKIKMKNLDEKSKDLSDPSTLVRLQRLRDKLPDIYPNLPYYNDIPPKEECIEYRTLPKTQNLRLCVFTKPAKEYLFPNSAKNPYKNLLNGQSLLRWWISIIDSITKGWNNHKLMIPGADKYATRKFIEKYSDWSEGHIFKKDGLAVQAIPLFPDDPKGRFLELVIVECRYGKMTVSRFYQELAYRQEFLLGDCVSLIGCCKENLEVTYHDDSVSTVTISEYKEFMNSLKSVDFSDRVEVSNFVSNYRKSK
CAL PDZ FP-2: CAL PDZ peptide-binding inhibitors, primary screen, biochemical, fluorescence polarization, Cer-tagged CAL PDZ, HTS | Golgi-associated PDZ and coiled-coil motif-containing protein (Homo sapiens), Q9HD26 | purified CAL PDZ, TMR-peptide fluorescence polarization, 1 h | inhibition, % at 20 µM | 0.02% of 330,000 active | AID 504414, 2011;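 active = highest replicate inhibition of at least 40%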;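 note: plate controls were DMSO neutral control wells for no effect and unlabeled competitor peptide control wells for full effect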
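Test system: tagged CAL PDZ domain / Buffer or medium: sodium phosphate/NaCl buffer pH 7.4 with TCEP, IgG, Thesit / Reagent: TMR-labelled reporter peptide T*-PRC34 bound in PDZ groove / Compound dosing: single point, 20 µM / Schedule: 1 h incubation at room temperature before polarization reading / Technique: fluorescence polarization (mP) / Benchmarks: unlabelled peptide, DMSO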
CDK5 inh: inhibitors of human CDK5/p35 kinase, primary screen, biochemical, single concentration | Cyclin-dependent kinase 5 (Homo sapiens) + Cyclin-dependent kinase 5 activator 1 (Homo … | Recombinant CDK5/p35, ADP-Glo luminescence, 60 min | inhibition, % at 10 µM | 0.01% of 330,000 active | AID 488839, 2010;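 active = highest replicate inhibition of at least 50% and at least 75% of replicates reaching 50%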;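 note: plate controls were DMSO neutral control for no effect and GW8510 at 10 µM for full effect; many of its hits are not listed in these tables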
dFosB activator: activators of delta FosB homodimer, primary screen, biochemical, fluorescence polarization, TAMRA-CDK5 oligo, single point; purified delta FosB; percent of positive-control signal above neutral wells; activation, % at 25 µM; 0.99% of 340,000 active; AID 493131, 2011;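 active = mean activation above about 17%, with every replicate also reaching it, limit read from the data, passing the limit was not always enough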;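 note: fluorescence polarization rise as delta FosB binds a TAMRA Cdk5 AP-1 oligo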
Target sequence (P13346 whole entry, looked up): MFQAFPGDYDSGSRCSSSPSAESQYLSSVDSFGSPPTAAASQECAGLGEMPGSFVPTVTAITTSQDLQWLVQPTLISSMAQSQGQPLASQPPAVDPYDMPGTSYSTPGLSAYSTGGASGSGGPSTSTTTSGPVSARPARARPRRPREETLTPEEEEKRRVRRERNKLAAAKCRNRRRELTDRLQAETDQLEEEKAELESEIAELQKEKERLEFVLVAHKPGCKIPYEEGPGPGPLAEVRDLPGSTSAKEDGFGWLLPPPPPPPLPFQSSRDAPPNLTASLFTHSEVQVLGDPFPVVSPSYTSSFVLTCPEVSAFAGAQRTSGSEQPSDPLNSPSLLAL
V-ATPase pHluor: regulators of yeast V-ATPase proton pumping, primary screen, pHLuorin cytosolic pH fluorescence | 0.37% of 350,000 active | S. cerevisiae | response, % at 10 µM; in the data active = response mostly above about 7.3%, no sharp cut-off; inactive = mostly below about 5.4%; note: actives read high; inactives centre near 0; some compounds called inactive have numbers as strong as hits
MITF TRPM1 HTS: activators of MITF-driven TRPM1 promoter reporter, primary screen, cell-based, SK-MEL-5, luciferase, single point; SK-MEL-5 TRPM1-promoter luciferase, 24 h; % of positive control, neutral wells = 0; activation, % at 12.5 µM; 0.75% of 300,000 active; AID 588334, 2011;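 active = mean activation of at least 80% with every replicate also reaching 80%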;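 note: 0% = neutral control wells and 100% = parthenolide positive control wells; values of inactives mirror those of a sister screen read the other way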
cardiac RTF act: cardiac RTF calcium sensitivity activators, primary screen, biochemical, IANBD-TnC fluorescence, EC20 calcium; AID 493008, 2010; activation, % at 7.2 µM; IANBD-labeled TnC RTF fluorescence at EC20 calcium; 0% EC20 calcium, 100% full calcium; 0.24% of 340,000 active; Troponin I, cardiac muscle (Homo sapiens) + Troponin T, cardiac muscle (Homo sapiens) + …;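 active = activation above the mean over all tested compounds plus 3 SD, cut at about 30% in these data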;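 note: rise in fluorescence read as greater calcium sensitivity of cardiac thin filaments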
Tat export inh: E. coli Tat export inhibitors, primary screen, MC4100, TorA-mCherry reporter, fluorescence, single point | 0.036% of 340,000 active | inhibition, % at 10 µM;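 active = mean replicate inhibition at least 50% and at least half of replicates individually reaching 50%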;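 note: exported cargo escapes ClpAP degradation while cytoplasmic cargo is degraded and loses fluorescence; 0% = median of neutral control wells and 100% = median of NaSCN control wells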
Active calls of the source: *; · = not tested or not shown.

no.	Wnt bcat act	CAL PDZ FP-1	Rtt109 HAT inh	CAL PDZ FP-2	CDK5 inh	dFosB activator	V-ATPase pHluor	MITF TRPM1 HTS	cardiac RTF act	Tat export inh	canonical_smiles
1	1	·	-7	-1.3	-0.7	-5	-3	-6	-2	0	O=C(N1CCOCCOc2ccccc2OCCOCC1)C(F)(F)F
2	-1	-1	-2	-0.3	-0.7	-4	3	·	4	10	CCN(CC)c1ccc(N2C(=O)/C(=C\c3cccnc3)SC2=S)cc1
3	-3	-2	-3	-2.2	-0.1	-3	2	-18	7	2	O=S(=O)(c1cccc(NC(=S)N2CCN(c3ccccc3)CC2)c1)C(F)F
4	0	0	2	-2.9	0.6	-6	0	-4	0	2	CC1CCc2c(sc(NC(=O)CCCn3cnc([N+](=O)[O-])n3)c2C(N)=O)C1 (configuration not stated)
5	-3	-4	14	-1.1	1.1	-7	-3	9	-4	1	CC(C)CC(=O)Nc1ccc(C(=O)COC(=O)CN2C(=O)NC3(CCCCC3C)C2=O)cc1 (configuration not stated)
6	12	-2	-1	-1.8	0.4	-6	-1	53	-4	5	N#Cc1ccc(-c2c(-c3ccccc3)ncc3cc(F)ccc23)cc1
7	-1	-1	0	-3.2	-7.3	-1	0	-5	-1	25	CCOC(=O)C1CCCN(C(=O)CCn2nc(-c3ccccc3)ccc2=O)C1 (configuration not stated)
8	-2	·	2	-2.5	-3.0	-11	0	-8	-1	3	CCN(Cc1nc2ccccc2c(=O)[nH]1)C(=O)c1cc(C2CC2)nn1-c1ccccc1
9	·	-8	3	-0.4	-1.1	-2	3	-3	-3	5	Cc1c(C)n(C(=O)CSc2ncn[nH]2)c2ccccc12
10	6	-2	0	-1.1	-0.3	-3	-4	14	-8	-2	CC(=O)c1ccc(NC(=O)c2cnn3c(C(F)F)cc(C4CC4)nc23)cc1
11	-2	2	10	0.7	-3.5	-8	-2	2	13	-10	Cc1ccc(OCC(=O)N2N=C(c3ccc(Cl)cc3)CC2c2ccco2)c([N+](=O)[O-])n1 (configuration not stated)
12	·	-3	8	-1.8	1.2	-5	6	-70	1	3	O=C1c2ccccc2S(=O)(=O)N1Cc1nc2ccccc2s1
13	-3	·	-2	-0.9	-2.2	-1	2	-3	3	-3	CCOC(=O)N1CCC(N2C(=O)c3ccccc3C2Nc2cc(OC)c(OC)c(OC)c2)CC1 (configuration not stated)
14	-2	·	11	-0.7	2.0	-10	-2	18	1	-7	O=S(=O)(N/N=C/c1cn(Cc2ccccc2)c2ccccc12)c1ccccc1
15	·	-4	10	-1.4	-1.7	-11	-19	-11	7	1	COc1cccc(N2CCN(CC(=O)C34CC5CC(CC(C5)C3)C4)CC2)c1
16	·	1	3	-0.9	-1.2	2	5	6	0	-7	COc1ccc(C2(C(=O)N3CCCC3)CCOCC2)cc1OC
17	-5	·	-5	-0.5	0.1	-7	-2	·	-1	-4	c1ccc(-c2nnc(CN3CCN(c4ccccc4)CC3)o2)cc1
18	·	-3	6	-2.5	0.6	1	3	·	-7	-2	COc1cc(CN2CCC(C(=O)N3CCC(C)CC3)CC2)cc(Br)c1O
19	-3	8	4	-0.2	1.4	-8	-2	-18	-2	-4	O=C(Nc1cc([N+](=O)[O-])ccc1C(=O)Nc1cccnc1)c1ccccc1
20	-2	1	-4	0.4	-0.2	-3	6	-8	-1	-1	C[C@H](NC(=O)c1[nH]cnc1C(=O)Nc1nccs1)c1ccccc1
21	-1	-1	-3	-0.1	0.1	-9	2	10	1	0	O=C(NCCN1CCCCC1)c1ccc(F)cc1Cl
22	1	-4	-9	-1.3	0.4	-5	2	13	-5	-7	CC1CCN(C(=O)COC(=O)c2ccccc2C(=O)c2ccccc2)CC1
23	·	-3	-4	-4.1	1.6	-10	0	·	-1	5	c1ccc2nc(-c3ccncc3)ccc2c1
24	-1	2	5	0.2	1.3	-6	-1	-5	-2	0	Cc1nn(-c2cccc(Cl)c2)nc1C(=O)O

Full records, looked up by structure:
`O=C(Nc1cc([N+](=O)[O-])ccc1C(=O)Nc1cccnc1)c1ccccc1` reads Wnt bcat act = -3; CAL PDZ FP-1 = 8; Rtt109 HAT inh = 4; CAL PDZ FP-2 = -0.2; CDK5 inh = 1.4; dFosB activator = -8; V-ATPase pHluor = -2; MITF TRPM1 HTS = -18; cardiac RTF act = -2; Tat export inh = -4
`CC1CCc2c(sc(NC(=O)CCCn3cnc([N+](=O)[O-])n3)c2C(N)=O)C1` (configuration not stated) reads Wnt bcat act = 0; CAL PDZ FP-1 = 0; Rtt109 HAT inh = 2; CAL PDZ FP-2 = -2.9; CDK5 inh = 0.6; dFosB activator = -6; V-ATPase pHluor = 0; MITF TRPM1 HTS = -4; cardiac RTF act = 0; Tat export inh = 2

New compounds follow.
no.	Wnt bcat act	CAL PDZ FP-1	Rtt109 HAT inh	CAL PDZ FP-2	CDK5 inh	dFosB activator	V-ATPase pHluor	MITF TRPM1 HTS	cardiac RTF act	Tat export inh	canonical_smiles
25	4	1	-9	-1.5	-0.7	2	2	-6	-4	-1	O=c1c(-c2cccc3ccccc23)[n+]([O-])c2ccccc2n1O
26	0	-2	-90	-0.1	-7.7	-7	-109	13	3	-1	Cc1cccn2c(=O)c3cc(C(=O)NCc4ccccc4)c(=N)n(CCCN4CCOCC4)c3nc12
27	-1	1	7	-0.4	0.1	1	-2	-9	-1	11	CC(OC(=O)C1CC1)C(=O)Nc1cc(C(F)(F)F)ccc1Cl (configuration not stated)
28	·	-1	17	-0.5	-1.6	3	4	1	-1	-2	COc1ccc(C(c2nnnn2Cc2ccccc2)N2CCN(C(=O)c3ccco3)CC2)cc1 (configuration not stated)
29	-5	1	-1	-0.3	1.2	2	-1	-3	-1	1	CC(NC(=O)CN1C(=O)NC2(CCc3ccccc32)C1=O)c1ccccc1 (configuration not stated)
30	-1	·	4	-0.8	-2.3	-2	0	-8	-4	-3	CCOc1ccc(N(CC(=O)N2CCCC2)S(=O)(=O)c2ccc(F)cc2)cc1
31	2	-2	-2	-1.9	0.3	37*	-1	-5	3	0	CC(C)CN(C(=O)COC(=O)C(C)N1C(=O)c2ccccc2C1=O)c1c(N)n(Cc2ccccc2)c(=O)[nH]c1=O (configuration not stated)
32	-1	-6	·	-2.1	-0.3	2	2	·	2	-2	O=C(COC(=O)Cn1[nH]c(=O)c2ccccc2c1=O)Nc1ccc2c(c1)OCO2
33	·	-2	-7	-0.8	-0.4	-2	6	1	0	-5	Cn1c(=O)c2c(-c3ccccc3)n(Cc3ccccn3)cc2n(C)c1=O
34	·	8	0	-5.2	-2.7	-13	1	74	-5	9	COc1cc(Cl)cc(/C=C/c2ccc3ccccc3n2)c1OC(C)=O
35	-1	6	-2	0.1	0.3	-8	3	13	-2	1	COC(=O)C1CN(C(=O)COc2cccc(C)c2C)c2ccccc2O1 (configuration not stated)
36	·	-1	-2	-1.6	-3.3	2	-1	5	1	-7	Cc1ccc(-c2nnn(CC(=O)NCCc3ccc4c(c3)OCO4)n2)o1
37	2	-4	-3	-0.7	-0.6	3	-1	-10	2	-4	COc1ccc(-c2nc(CS(=O)CC(=O)NCc3cccnc3)c(C)o2)cc1OC (configuration not stated)
38	-5	-7	2	·	2.0	-2	·	·	3	1	Cn1c(CN2CCOCC2)nnc1SCC(=O)Nc1nccs1
39	·	0	-1	-1.7	-0.1	-12	3	13	1	0	Cc1ccc(Cl)cc1NC(=O)c1ccc(CSc2nnnn2C)cc1
40	0	-5	-11	-2.2	-1.4	-15	7	-2	-2	-3	Cc1ccccc1N1CCN(C2CCCN(C(=O)CCn3cnnn3)C2)CC1 (configuration not stated)
41	19	-4	0	-0.3	0.6	2	-2	35	-6	1	O=C(N/N=C/c1ccc(OC(=O)c2ccccc2Br)cc1)c1ccccn1
42	0	-3	-4	-0.5	-4.1	-2	-2	0	0	6	O=c1cc(O)n(Cc2ccc(F)cc2)c(=O)[nH]1
43	4	-2	-1	-2.1	·	9	1	-1	1	-2	CC1=Nc2cc(C(=O)NCC3CCCO3)ccc2Sc2ccc(C)cc21 (configuration not stated)
44	·	9	-1	-1.7	0.5	-5	-2	-8	-1	-5	O=c1c2ccccc2ncn1Cc1ccc(Cl)cc1
45	3	2	10	-1.9	-1.4	-10	1	-1	2	-5	COc1ccc(NS(=O)(=O)c2cc(NC(=O)c3ccc(=O)[nH]c3)ccc2C)cc1
46	-1	6	-5	-0.2	0.0	-2	-2	-2	2	1	COc1cc(CCC(O)CC(=O)CCc2ccccc2)ccc1O (configuration not stated)
47	-1	-1	0	-2.1	-1.6	4	1	14	1	-9	CC1(C)C=C(c2ccc(C(=O)O)s2)CC(C)(C)N1
48	0	6	-5	-0.6	0.9	5	2	9	-4	-3	C[C@@H](CN=[N+]=[N-])CN1CC[C@H](C(C)(C)C)CCC1=O
49	0	-1	-6	-1.2	-2.2	-2	0	4	-7	-2	Cc1ccc(O)c(C(=O)c2cnc3onc(-c4ccc(F)cc4)c3c2)c1
50	·	-5	-4	1.0	-0.3	-6	2	-1	3	-7	CC1=NN(c2ccccc2)C(=O)C1(C)[N+](=O)[O-] (configuration not stated)
51	-1	·	0	-2.5	-0.8	13	0	-9	3	-6	O=C1C=C(NCc2ccccc2)C2(CCCCC2)O1
52	-2	·	10	0.4	-0.2	0	1	-2	8	-8	CCCc1c(C)nn(C(=O)/C(C#N)=N/Nc2ccccc2[N+](=O)[O-])c1C
53	-16	-4	-1	-1.4	0.2	-2	-3	-18	-3	-1	COc1ccccc1NC(=O)COC(=O)c1cc2ccccc2cc1O
